HIF activator – HIF pathway transcriptional activators, primary screen, cell-based, U2OS HRE-luciferase, luminescence; U2OS HRE-luciferase reporter; normalized: DMSO 0%, desferrioxamine 100%; activation, % at 7.5 µM (by protocol); actives 0.32% (n = 300,000); AID 1910, 2009;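 active = mean activation of at least 10% of the iron chelator positive control signal, with at least half of replicates also reaching 10%; inconclusive = mean and replicate majority disagree about reaching 10%; inactive = mean and most replicates under 10%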
TRPC6 inhibitor – mouse TRPC6 channel inhibitors, primary screen, cell-based, HEK293, membrane potential dye; ACh-evoked depolarization; stronger effect = lower value; B-score at 10 µM; actives 1.1% (n = 310,000); AID 2553, 2010;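 active = B-score under library mean minus 3 SD, initial fluorescence not abnormally high, positive integrated signal ratio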;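 also: B-score derived from integrated fluorescence ratio over the kinetic read; more negative B-score means stronger inhibition of depolarization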
Target sequence (Q61143 whole entry, looked up): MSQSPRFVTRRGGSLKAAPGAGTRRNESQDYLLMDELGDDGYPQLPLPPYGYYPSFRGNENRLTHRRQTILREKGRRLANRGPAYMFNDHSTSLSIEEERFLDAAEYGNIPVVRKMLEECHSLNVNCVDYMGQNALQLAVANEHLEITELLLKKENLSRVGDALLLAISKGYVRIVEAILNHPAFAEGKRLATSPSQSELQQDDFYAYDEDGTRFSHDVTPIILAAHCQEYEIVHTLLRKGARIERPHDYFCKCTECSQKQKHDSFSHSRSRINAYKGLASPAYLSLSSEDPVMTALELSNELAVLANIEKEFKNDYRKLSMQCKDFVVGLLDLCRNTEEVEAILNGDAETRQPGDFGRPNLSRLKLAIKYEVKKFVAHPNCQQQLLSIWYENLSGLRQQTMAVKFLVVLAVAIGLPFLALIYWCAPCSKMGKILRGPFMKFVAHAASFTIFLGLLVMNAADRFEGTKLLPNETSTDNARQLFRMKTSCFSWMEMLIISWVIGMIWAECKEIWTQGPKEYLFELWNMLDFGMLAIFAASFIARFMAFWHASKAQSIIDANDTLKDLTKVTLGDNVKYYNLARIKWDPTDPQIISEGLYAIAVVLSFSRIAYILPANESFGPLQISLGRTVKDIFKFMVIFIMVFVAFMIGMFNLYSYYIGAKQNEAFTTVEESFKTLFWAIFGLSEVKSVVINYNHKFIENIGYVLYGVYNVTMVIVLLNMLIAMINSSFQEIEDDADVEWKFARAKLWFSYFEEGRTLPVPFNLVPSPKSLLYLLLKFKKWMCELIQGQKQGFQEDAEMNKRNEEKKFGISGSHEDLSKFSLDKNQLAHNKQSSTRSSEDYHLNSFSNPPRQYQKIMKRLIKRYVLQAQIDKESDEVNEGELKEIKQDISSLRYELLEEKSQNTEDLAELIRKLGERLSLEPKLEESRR
Platelet DG rel – inhibitors of platelet dense granule secretion, primary screen, cell-based, MLPCN, human platelets | human platelet-rich plasma, SFLLRN dense granule ATP release, luminescence | inhibition, %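 (compounds screened at 7.5 µM in platelet-rich plasma)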 | actives 0.22% (n = 300,000) | AID 1663, 2009;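 active = mean replicate score, as percent of positive control, at or above 50; inconclusive = mean below 50 but at least one replicate at or above 50; inactive = mean and every replicate below 50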
MrgX1 PAM – positive allosteric modulators of MrgX1, primary screen, HEK293 cells, Fluo-4 calcium flux; Mas-related G-protein coupled receptor member X1 (Homo sapiens), Q96LB2; FDSS; stronger effect = higher value; B-score at 10 µM; actives 0.63% (n = 310,000); AID 588675, 2011;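 active = plate-corrected calcium response at least 3 library SD above typical, normal starting fluorescence, not activating the receptor alone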;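 also: compound read alongside a low EC10 to EC30 dose of BAM8-22 agonist; peak minus trough fluorescence over baseline measured at the second addition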
RGS4 act – RGS4 potentiators or activators, primary screen, cell-based, HEK293 M3R inducible RGS4, calcium flux. AID 463111, 2010. actives 0.92% (n = 310,000). carbachol calcium flux Fluo4; stronger effect = lower value. B-score at 10 µM;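 active = B-score of the integrated calcium signal more than 4 SD below the library mean, with starting fluorescence not abnormally high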;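 also: negative B-score means reduced calcium response which marks RGS4 activation or potentiation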
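System – HEK293 FlpIn-TREx cells, stable M3R, doxycycline-inducible RGS4 · Reagent – ECmax carbachol challenge · Times – compound preincubation 20 min at room temperature before agonist · Technique – Fluo4 fluorescence kinetic imaging of calcium · Measure – B score of integrated Fluo4 ratio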
TRPC4 inh – inhibitors of mouse TRPC4 channel, primary screen, Fluo4 calcium, HEK293 TRPC4beta/mu-opioid cells; actives 0.39% (n = 300,000); Short transient receptor potential channel 4 (Mus musculus), Q9QUQ5; B-score at 10 µM; DAMGO-evoked Fluo4 calcium flux; stronger effect = lower value;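 active = B-score over 3 SD under the library average, no early fluorescence shift, positive overall ratio signal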
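Signal: kinetic Fluo4 fluorescence imaging of calcium influx. Material: stable TRPC4beta/mu-opioid receptor HEK293 cells. Probe or stimulus: DAMGO in two steps, submaximal then maximal.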
RGS4 inh – RGS4 inhibitors, primary screen, cell-based, HEK293 M3R inducible RGS4, calcium flux; actives 0.45% (n = 310,000); Regulator of G-protein signaling 4 (Homo sapiens), P49798; Fluo-4 calcium flux; stronger effect = higher value; triggered by carbachol at its EC20; B-score at 10 µM; AID 463165, 2010;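 active = B-score, a plate-corrected calcium signal, over three deviations above library mean, with baseline fluorescence within five deviations of library mean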;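 also: RGS4 expression induced by doxycycline in cells with stable M3 receptor; B-score is computed from the integrated fluorescence ratio over baseline after carbachol; higher B-score means a larger calcium signal and so more RGS4 inhibition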
SKKanGAS inh – S. pyogenes SKKanGAS growth inhibitors in kanamycin, primary screen, streptokinase expression inhibitor project, SKKanGAS strain, BacTiter-Glo luminescence | 6 h | inhibition, % at 7.5 µM | actives 1.3% (n = 300,000) | AID 1662, 2009;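 active = mean replicate score, as percent of positive control median, at least 50; inconclusive = mean below 50 but one replicate at or above 50; inactive = mean and every replicate below 50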;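 also: strain carries kanamycin resistance gene driven by streptokinase promoter and grows in 40 µg/ml kanamycin; loss of luminescence reflects streptokinase promoter inhibition or plain growth inhibition; 0% = median of DMSO wells and 100% = positive control at its reference dose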
TRPC6 act – mouse TRPC6 channel activators, primary screen, cell-based, HEK293, membrane potential dye | Short transient receptor potential channel 6 (Mus musculus), Q61143 | HEK293-TRPC6 membrane potential dye fluorescence; stronger effect = higher value | B-score at 10 µM | actives 0.13% (n = 310,000) | AID 2550, 2010;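 active = B-score of the integrated fluorescence ratio above library mean plus 3 SD, and starting fluorescence ratio within library mean plus 5 SD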;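 also: higher score means more depolarization so channel activation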
MrgX1 ag – agonists of human MrgX1 receptor, primary screen, HEK293 cells, Fluo-4 calcium flux. Mas-related G-protein coupled receptor member X1 (Homo sapiens), Q96LB2. Fluo-4 calcium fluorescence, agonist mode; stronger effect = higher value. B-score at 10 µM. actives 0.44% (n = 310,000);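 active = calcium response B-score plate-corrected fluorescence ratio at least 3 library SD, with starting fluorescence B-score inside 5 SD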
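Test system: Stable human MrgX1 HEK293 cell line | Schedule: Overnight plating before 1 h dye loading | Read-out basis: Baseline-normalised fluorescence change ratio, B-scored | Detection: Kinetic calcium dye fluorescence, Fluo-4 NW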
MrgX1 antag – antagonists of human MrgX1 receptor, primary screen, HEK293 cells, Fluo-4 calcium flux; B-score at 10 µM; actives 1.3% (n = 310,000); Mas-related G-protein coupled receptor member X1 (Homo sapiens), Q96LB2; BAM8-22 antagonism; stronger effect = lower value;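 active = calcium-response B-score plate-corrected more than 3 library SD below zero, starting fluorescence within 5 deviations, no agonist response on first addition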;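 also: peak minus trough fluorescence over baseline after final BAM8-22 challenge near maximal dose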
* hit, by the source's call; i = inactive; ? = inconclusive; · = not tested or not shown.

SMILES | HIF activator | TRPC6 inhibitor | Platelet DG rel | MrgX1 PAM | RGS4 act | TRPC4 inh | RGS4 inh | SKKanGAS inh | TRPC6 act | MrgX1 ag | MrgX1 antag
O=C(OCC#CCSc1nnc(-c2ccc(Br)cc2)o1)c1ccco1 | 0.3 | i | -1 | i | i | i | i | 0 | i | i | i
Cc1cc2c(c(=O)n1Cc1cccnc1)C(Cc1ccccc1)C(C#N)=C(N)O2 (configuration not stated) | -0.3 | i | -5 | i | i | i | i | -1 | i | i | i
Cc1ccc(NC(=O)NCc2ccc3c(c2)OCO3)cc1C | 1.1 | i | 2 | i | i | i | i | 1 | i | i | i
COc1ccc(S(=O)(=O)N2CCn3c2nc2ccccc23)cc1 | 0.0 | i | 17 | i | i | i | i | -5 | i | i | i
Cc1ccc(C(=O)O/N=C(\c2ccccc2)c2ccncc2)cc1 | 0.2 | i | -1 | i | i | i | i | 0 | i | i | i
CC(C)(C)c1ccc(OCC(O)CN2CCN(C(=O)c3ccccc3)CC2)cc1 (configuration not stated) | -5.0 | i | 5 | i | i | i | i | -1 | i | i | i
CC(C)(C)C(=O)CSc1nnc(Nc2ccccc2)s1 | 2.9 | i | -6 | i | i | i | i | -2 | i | i | i
CCN(c1cccc(C)c1)S(=O)(=O)c1ccc2c(c1)CCN2C(C)=O | -1.4 | i | 0 | i | i | i | i | 0 | i | i | i
Cc1ccc(-c2nc(CSCC(=O)Nc3cc(C)on3)c(C)o2)cc1 | -0.2 | i | 15 | i | i | i | i | -4 | i | i | i
Cc1cc2nc(C)n(CCCNC(=O)Nc3ccc(F)cc3)c2cc1C | 0.1 | i | -2 | i | i | i | i | -23 | i | i | i
Cn1c(CNc2nc(-c3ccccc3)cs2)nnc1SCC(=O)c1ccccc1 | 0.3 | i | -28 | i | i | i | i | 0 | i | i | i
CC1(C)CC(=O)/C(=C(\O)c2ccccc2)C(=NCCO)C1 | 0.0 | i | -6 | i | i | i | i | 7 | i | i | i
Cc1ccc(Nc2nc(NCCO)nc(N3CCCC3)n2)cc1 | 1.3 | i | 0 | i | i | i | i | -1 | i | i | i
O=C(Cn1cc(C(=O)C(F)(F)F)c2ccccc21)NCc1ccco1 | 0.7 | i | ? | i | i | i | i | 4 | i | i | i
CCCCCn1c(SCCc2ccccc2)nc2c1c(=O)[nH]c(=O)n2C | 0.1 | i | 6 | i | i | i | i | 5 | i | i | i
Cn1cc(CN2CCCC(C(=O)c3ccc(-c4ccccc4)c(F)c3)C2)cn1 (configuration not stated) | -0.5 | i | 1 | i | i | i | i | 0 | i | i | i
CCOC(=O)c1ccc(NC(=S)NCc2ccccc2)cc1 | -14 | i | 4 | i | i | i | i | 3 | i | i | i
C=C(C)c1cccc(C(C)(C)NC(=O)Nc2ccc(C(C)=O)cc2)c1 | 0.5 | i | 4 | i | i | i | i | 8 | i | i | i
O=C(CSc1ccccc1)NCCc1ccc(F)cc1 | 1.2 | i | 18 | i | i | i | i | 1 | i | i | i
Clc1ccc(C2[C@H]3CN(Cc4ccc(-c5ccccc5)cc4)[C@H](c4ccccc4)C34CC2(c2ccccc2)C4)cn1 (some centres not stated) | -0.1 | i | 0 | i | i | i | i | 0 | i | i | i
Cn1ncc(Br)c1C(=O)N1CCCCCC1 | 0.6 | i | -5 | i | i | i | i | -2 | i | i | i
COC(=O)c1cc(Br)c(=O)n(Cc2ccc(OC)c(OC)c2)c1 | -0.3 | i | -2 | i | i | i | i | -3 | i | i | i
O=C(CNC(c1ccccc1)c1ccccc1)Nc1ccccc1Br | -0.5 | i | 15 | i | i | i | i | 35 | i | i | i
O=C(NCC(c1ccco1)N1CCOCC1)c1ccc(F)c(F)c1 (configuration not stated) | -0.5 | i | 6 | i | i | i | i | -4 | i | i | i
Cc1cc(Nc2cccc(F)c2)nc(-c2ccccc2O)n1 | 0.1 | i | 4 | i | i | i | i | 2 | i | i | i
Other results
SMILES | HIF activator | TRPC6 inhibitor | Platelet DG rel | MrgX1 PAM | RGS4 act | TRPC4 inh | RGS4 inh | SKKanGAS inh | TRPC6 act | MrgX1 ag | MrgX1 antag
Cn1c(CCNC(=O)c2ccco2)nc2cc(NC(=O)NC3CCCCC3)ccc21 | 2.1 | i | 6 | i | i | i | i | -6 | i | i | i
Cc1ccc(S(=O)(=O)N(C)c2ccc(C(=O)N3CCOCC3)cc2)cc1 | -0.2 | i | 7 | i | i | i | i | -1 | i | i | i
CCOC(=O)c1c(C)c(C(=O)NCc2ccc3c(c2)OCO3)c(C)n1C | -0.1 | i | 7 | i | i | i | i | 3 | i | i | i
CCOc1ccccc1C1C(C#N)=C(N)Oc2n[nH]c(CC)c21 (configuration not stated) | 0.0 | i | -7 | i | i | i | i | -11 | i | i | i
COc1ccc(C2C(C(=O)c3ccco3)=C(O)C(=O)N2c2nnc(C)s2)cc1 (configuration not stated) | 1.2 | i | 0 | i | i | i | i | 10 | i | i | i
COc1cc(NS(=O)(=O)c2cc3[nH]c(=O)c(=O)[nH]c3cc2C)cc(OC)c1OC | -0.1 | i | -5 | i | i | i | i | 0 | i | i | i
O=C(CCC(=O)n1ncc2ccccc21)NCc1ccc(F)cc1 | 0.2 | i | 5 | i | i | i | i | -5 | i | i | i
CCOc1ccc(/C=C2\SC(=S)N(CCCC(=O)NCCCN3CCOCC3)C2=O)cc1 | -4.1 | i | 9 | i | i | i | i | -2 | i | i | i
COc1ccc(CCn2c(C)cc(C(=O)CSc3nnnn3C)c2C)cc1 | 0.1 | i | 5 | i | i | i | i | -6 | i | i | i
COc1cc(C2c3c(oc4ccccc4c3=O)C(=O)N2c2nccs2)ccc1O (configuration not stated) | -1.3 | i | 7 | i | i | i | i | 2 | i | i | i
O=C(Nc1ccc(F)cc1)c1ccc2nsnc2c1 | 2.1 | i | 11 | i | i | i | i | -11 | i | i | i
CC(C)CC1Nc2ccc(C(=O)NCCCN3CCOCC3)cc2NC1=O (configuration not stated) | -0.4 | i | -20 | i | i | i | i | -1 | i | i | i
O=C(O)c1ccc(N/N=C/c2ccc(-c3ccc(Br)cc3)o2)cc1 | 0.2 | i | 10 | i | i | i | i | ? | i | i | i
CCS(=O)(=O)N1Cc2ccccc2CC1C(=O)NCC12CC3CC(CC(C3)C1)C2 (configuration not stated) | -0.5 | i | 1 | i | i | i | i | 8 | i | i | i
O=C(CNC1CCN(Cc2ccccc2)CC1)Nc1ccc(S(=O)(=O)N2CCCCC2)cc1 | 0.1 | i | 14 | i | i | i | i | -13 | i | i | i
COc1ccc(Cc2nc3ccccc3[nH]2)cc1OC | -1.1 | i | 1 | i | i | i | i | 5 | i | i | i
S=C(Nc1ccc(Cl)c(Cl)c1)N1CCN(c2ccccn2)CC1 | 0.5 | i | 3 | i | i | i | i | 7 | i | i | i
Cc1ccc2oc3c(c(=O)c2c1)C(c1cccc(O)c1)N(c1ccccn1)C3=O (configuration not stated) | 0.1 | i | 11 | i | i | i | i | 16 | i | i | i
Cc1ccc(SC(C)C(=O)Nc2ccc(S(=O)(=O)N3CCOCC3)cc2)cc1 (configuration not stated) | -0.5 | i | -1 | i | i | i | i | -2 | i | i | i
Cc1ccccc1/C=C\c1nc2ccccc2c(=O)n1Cc1ccccc1 | -0.1 | i | -1 | i | i | i | i | 5 | i | i | i
CC(C)(C)OC(=O)N1CCN(C(=O)c2[nH]cnc2C(=O)NCC(=O)OCc2ccccc2)CC1 | 0.2 | i | -3 | i | i | i | i | 1 | i | i | i
O=c1c2ccccc2nc(SCc2ccccc2F)n1C1CCCC1 | 0.2 | i | -6 | i | i | i | i | -9 | i | i | i
CSc1ccc(/C=N\Nc2nncn2N)cc1 | 0.9 | i | 9 | i | i | i | i | -3 | i | i | i
Cc1cc(=O)[nH]c(SCC(=O)c2ccc(F)c(C)c2)n1 | -2.7 | i | 15 | i | i | i | i | 3 | i | i | i
COc1cc(/C=C2\C(=N)N3N=C(N4CCOCC4)SC3=NC2=O)ccc1OC(=O)c1ccccc1 | -0.3 | i | 1 | i | i | i | i | 2 | i | i | i
Following part:
SMILES | HIF activator | TRPC6 inhibitor | Platelet DG rel | MrgX1 PAM | RGS4 act | TRPC4 inh | RGS4 inh | SKKanGAS inh | TRPC6 act | MrgX1 ag | MrgX1 antag
CC1CCCCC1NC(=O)CC1Oc2ccccc2NC1=O (configuration not stated) | · | i | 5 | i | i | i | i | -4 | i | i | i
COc1ccc(NC(=O)CC2C(=O)N(c3ccc(Cl)cc3)C(=S)N2CCc2ccncc2)cc1 (configuration not stated) | 0.6 | i | -6 | i | i | i | i | 13 | i | i | i
Cc1ccc(-c2nc3[nH]c(=O)cc(NC(=O)c4cccs4)n3n2)cc1 | -0.4 | i | -2 | i | i | i | i | ? | i | i | i
Cc1cc(C(=O)CN2C(=O)C(=O)N(C3CCCC3)C2=O)c(C)n1-c1ccc(F)cc1 | 1.5 | i | -3 | i | i | i | i | -4 | i | i | i
CCN(CC)C(=O)N1CCC(NC(=O)Cc2ccccc2)CC1 | -0.3 | i | 0 | i | i | i | i | -3 | i | i | i
CN(C)c1[nH]c(=O)c(C#N)c2c1CCN2Cc1ccccc1 | -0.3 | i | 5 | i | i | i | i | 5 | i | i | i

Screening results deposited in PubChem by several laboratories.
